Abeta yeast res: compounds reversing amyloid beta toxicity in yeast; yeast expressing A-beta42, growth rescue, OD600, 48 h; response scale: 0% DMSO, 100% iron-clioquinol control; Potency, µM (titrated, usually from 46.1 µM), without a hit: at the highest dose growth rescue, usual class: activators; 410,000 tested, 0.063% active; AID 1347071; also: potency is read from the fitted curve at half-maximal effect; nearly all actives have a fitted effect of over 55% in size
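Growth rescue measured by 600 nm absorbance after 48 h yeast culture at 30 C with compound. Values normalized between DMSO and an equimolar ferric chloride plus clioquinol control.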
Nrf2 activator: activators of Nrf2 (ARE) signaling. AREc32 ARE-luciferase reporter (MCF7-derived line), luminescence, 24 h. Potency, µM (highest dose often 46.1 µM), for the others: at the highest dose activation, most hits filed as activators. 410,000 tested, 0.31% active. AID 624171; also: potency is read from the fitted curve at half-maximal effect; % of control where 0% means no effect; nearly all actives have a fitted effect of over 65% in size
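Luminescent ARE reporter assay in AREc32_Fluc cells: overnight plating at 37 deg C, 24 hr compound incubation, Steady-Glo added, 30 min RT before reading.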
TGFb SMAD3 inh: blocks TGF-b signaling. HepG2 CAGA-GFP TGF-b/SMAD3 reporter, GFP fluorescence, 18 h; TGF-beta stimulated, 500 pg/mL final. Potency, µM (titrated, usually from 46.1 µM), inactives show at the highest dose activity, negative = inhibition, actives largely listed as inhibitors. 410,000 tested, 1.2% active. AID 588855; also: potency is read from the fitted curve at half-maximal effect; % is scaled to controls: 0 for no effect and ±100 for the full control effect; nearly all actives have a fitted effect of over 65% in size
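Read-out: total well GFP (ex488/em500-530) summed from mean per-cell fluorescence. Cells: HEPG2 CAGA-GFP, 1% FBS DMEM, 18 h at 37 degrees C with 500 pg/mL final TGF-beta. Unstimulated wells served as the full-inhibition control; stimulated DMSO wells = 0%.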
Nrf2 inh: blocks Nrf2 signaling; A549 ARE-Fluc reporter, luciferase luminescence, 18-24 h; 360,000 tested, 2.1% active; Potency, µM (doses to about 46 µM), for inactives: top-dose activity change, negative = inhibition, most hits filed as inhibitors; also: potency is read from the fitted curve at half-maximal effect; % is scaled to controls: 0 for no effect and ±100 for the full control effect; nearly all actives have a fitted effect of over 60% in size
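Concentration-response testing used A549 ARE_Fluc cells at 5000 cells/well. Following an 18-24 h compound incubation, viability was read by fluorescence (Ex 405/Em 525) and luciferase output by luminescence.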
Mm-Cpn inhibitor: inhibitors of Methanococcus maripaludis chaperonin (MmCpn). 330,000 tested, 0.031% active. Potency, µM (titrated, usually from 76.9 µM), without a hit: at the highest dose activity, negative = inhibition, actives largely listed as inhibitors. purified Mm-Cpn ATPase, ADP Transcreener TR-FRET. AID 504842; also: potency is read from the fitted curve at half-maximal effect; % is scaled to controls: 0 for no effect and ±100 for the full control effect; nearly all actives have a fitted effect of over 80% in size
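ATPase read-out: TR-FRET ADP immunoassay (anti-ADP Eu cryptate vs ADP-d2), ex 320 nm, em 590/665 nm; signal drops as ADP forms. Enzyme 25 nM, ATP 10 uM, 30 min at 37°C after 10 min compound preincubation.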
HepG2 viability: counter-screen for TGF-b inhibitors: cytotoxicity in HepG2 cells; Potency, µM (top dose mostly 46.1 µM), for inactives: top-dose activity change, negative = cytotoxicity, usual class: cytotoxic; AID 588856; 410,000 tested, 0.76% active; HepG2 CAGA-GFP viability, ATP luminescence, 18 h; also: potency is read from the fitted curve at half-maximal effect; some results filed as inactive show a strong effect at the top dose
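HepG2 CAGA-GFP cells (1000/well, DMEM with 1% FBS) received compound, then TGF-beta at 500 pg/mL final, and were incubated 18 hours at 37 degrees C. Viability was read by CellTiter-Glo luminescence. Media-only wells were set as complete cell-killing and DMSO as no toxicity.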
pAkt inh: Akt phosphorylation inhibition | Neuro2A IGF-stimulated pAkt S473 HTRF, 20 min; stronger effect = lower value | activity change, % for hits at 50 µM | 360,000 tested, 0.32% active | AID 651550; in the data active = activity change below about -80%; inconclusive = mostly about -51% to -80%; also: % is scaled to controls: 0 for no effect and ±100 for the full control effect
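Neuro2A cells (4,500/well, DMEM with 0.5% FBS) were treated with compound at a single 50 µM final concentration, stimulated with 6 nM IGF for 20 min at 37 °C, and lysed. Phospho-Akt Ser473 was read by HTRF as 665/615 ratio ×10^4.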
A549 viability: counter-screen for Nrf2 inhibitors: cytotoxicity in A549 cells; A549 ARE-Fluc cells, CellTiter-Fluor viability, 18-24 h; Potency, µM (titrated, usually from 46 µM), for inactives: at the top dose activity change, negative = cytotoxicity, most hits filed as inhibitors; 390,000 tested, 0.16% active; AID 504648; also: potency is read from the fitted curve at half-maximal effect; % is scaled to controls: 0 for no effect and ±100 for the full control effect
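Cytotoxicity counterscreen: CellTiter-Fluor fluorescence was measured in A549 ARE_Fluc cells after 18-24 h of compound exposure in a concentration series. The subsequent BugLite luminescent read reports ARE-luciferase activity.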
CCT chaperon mod: modulators of cytosolic chaperonin (CCT/TRiC) activity; purified chaperonin ATPase assay, HTRF ADP detection, 30 min; 360,000 tested, 0.3% active; activity change, % (test concentration not listed), hits read low; in the data active = activity change below about -30%; also: % is scaled to controls: 0 for no effect and ±100 for the full control effect
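TRiC at 40 or 20 nM final (batch-dependent) in 30 mM Tris pH 7.4, 100 mM KCl, 5 mM MgCl2, 1 mM DTT, with compound at single 76 uM and 10 uM ATP, 30 min at 37 deg C. ADP detected by HTRF Transcreener, 665/615 ratio.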
Starred values were filed as active, the others as inactive; i = inactive; u = inconclusive; x = no result given; & = joins results of further samples; [ ] = another dose, or the depositor's remark. Unless noted, calls follow the shape of the dose curve; as a rule, active = well fitted curve in the direction sought with a large enough effect; inconclusive = small, poorly fitted or top-dose-only effect, or another doubt; inactive = no such curve, though single readings can be large; an effect the other way counts as inactive or inconclusive.

Start of the listing, in advance:
SMILES	Abeta yeast res	Nrf2 activator	TGFb SMAD3 inh	Nrf2 inh	Mm-Cpn inhibitor	HepG2 viability	pAkt inh	A549 viability	CCT chaperon mod
CCc1ccc(C(=O)CSc2nnc(C3CC3)n2C2CC2)cc1	-4%	2.1%	11%	8%	0%	5%	i	3%	-3.4
Cc1ccc2nc(NC(=O)CSc3nccn3-c3ccc(Cl)cc3)sc2c1	9%	0.2%	-1%	x	x	-8%	x	-9%	x
CCC(=O)N1CCc2cc(S(=O)(=O)N3CCc4ccccc4C3)ccc21	5%	-0.6%	-11%	3%	-2%	1%	i	-4%	0.7
COc1ccc(NC(=O)C2(C)CCN2C(=O)C(C)C)cc1F (stereo not drawn)	-8%	0.0%	3%	x	x	-1%	x	x	-36*
Cc1cccc(C(=O)n2c(=S)nc3cc(C)ccn32)c1	-13%	13%	-3%	u	u	-18%	i	2%	0.3

Main list (from the top)
SMILES	Abeta yeast res	Nrf2 activator	TGFb SMAD3 inh	Nrf2 inh	Mm-Cpn inhibitor	HepG2 viability	pAkt inh	A549 viability	CCT chaperon mod
CCc1ccc(C(=O)CSc2nnc(C3CC3)n2C2CC2)cc1	-4%	2.1%	11%	8%	0%	5%	i	3%	-3.4
Cc1ccc2nc(NC(=O)CSc3nccn3-c3ccc(Cl)cc3)sc2c1	9%	0.2%	-1%	x	x	-8%	x	-9%	x
CCC(=O)N1CCc2cc(S(=O)(=O)N3CCc4ccccc4C3)ccc21	5%	-0.6%	-11%	3%	-2%	1%	i	-4%	0.7
COc1ccc(NC(=O)C2(C)CCN2C(=O)C(C)C)cc1F (stereo not drawn)	-8%	0.0%	3%	x	x	-1%	x	x	-36*
Cc1cccc(C(=O)n2c(=S)nc3cc(C)ccn32)c1	-13%	13%	-3%	u	u	-18%	i	2%	0.3
CCCC(=O)n1nc(-c2ccc(C)cc2)nc1NCc1ccco1	5%	0.3%	9%	u	1%	-1%	i	1%	-0.5
COC(=O)c1cnc(SCc2ccc(C)cc2)n1C	8%	4.0%	4%	4%	1%	4%	i	8%	-2.4
CCc1nc(SCC(=O)c2cc(C)ccc2C)n[nH]1	18%	-0.7%	10%	-8%	-3%	-19%	i	9%	-0.6
C=CCNCCOc1ccc(C)cc1[N+](=O)[O-]	-14%	-0.4%	-4%	0%	4%	-5%	i	1%	1.7
COc1ccccc1N1CCN(CC(O)COc2cccc3ccccc23)CC1 (stereo not drawn)	-23%&-74%	5.4%&0.5%	36%[activator]	7%&9%	3%[15.4 µM]	-44%&-33%	i	5%&-2%	-2.6&-3.2
CCn1cc([N+](=O)[O-])c(C(=O)N2N=C(c3ccc(Cl)c(Cl)c3)CC2c2ccccc2O)n1 (stereo not drawn)	12%	0.4%[9.22 µM]	11µM*	u	-1%	-102%	i	u	0.6
CN=C1NC(C)(C)C2CCC(C)(CC2)S1	10%	1.9%	-8%	1%	x	-19%	i	2%	0.4
CCN(CC(O)CON=C1c2ccccc2-c2ccccc21)S(=O)(=O)c1ccc(Cl)cc1 (stereo not drawn)	7%	-0.7%	0%	u	-8%	-47%	i	-16%	-1.8
COc1ccc(CNC(=O)C2CCN(S(=O)(=O)N3CCCC3)CC2)c(OC)c1	5%	0.5%	10%	-1%	4%	6%	i	3%	-1.2
Cc1cc2sc3ccccc3c(=O)c2c(C)c1O	15%	11%	-1%	7%	-1%	1%	i	-3%	-5.0
O=C(CSc1nnc2scc(-c3ccccc3)n12)Nc1nsc(-c2ccccc2)n1	10%	3.6%	-20%	16µM*	0%	-7%	i	-25%	-2.1
COc1cc(NC(=O)CSc2nc(C3CC3)nc3ccccc23)cc(OC)c1	5%	-0.1%	4%	u	2%	-41%	i	-12%	-0.7
COc1ccc(CC(=O)N/N=C(\C)CC(=O)Nc2ccc3c(c2)OCCO3)cc1OC	-18%	2.5%	2%	7%	0%	-21%	i	1%	-3.5
CCN1C(=O)CC(n2c(C)nc3ccccc32)C1=O (stereo not drawn)	8%	0.3%	0%	2%	1%	0%	i	-4%	1.1
CCc1cc2c(=O)n(CC(C)C)cnc2s1	-13%	2.6%	15%	29%	0%	10%	i	11%	-3.6

3 entries from above, with bars between the fields.
molecule | Abeta yeast res | Nrf2 activator | TGFb SMAD3 inh | Nrf2 inh | Mm-Cpn inhibitor | HepG2 viability | pAkt inh | A549 viability | CCT chaperon mod
COc1ccc(CC(=O)N/N=C(\C)CC(=O)Nc2ccc3c(c2)OCCO3)cc1OC | -18% | 2.5% | 2% | 7% | 0% | -21% | i | 1% | -3.5
C=CCNCCOc1ccc(C)cc1[N+](=O)[O-] | -14% | -0.4% | -4% | 0% | 4% | -5% | i | 1% | 1.7
CCCC(=O)n1nc(-c2ccc(C)cc2)nc1NCc1ccco1 | 5% | 0.3% | 9% | u | 1% | -1% | i | 1% | -0.5

(further entries)
SMILES	Abeta yeast res	Nrf2 activator	TGFb SMAD3 inh	Nrf2 inh	Mm-Cpn inhibitor	HepG2 viability	pAkt inh	A549 viability	CCT chaperon mod
COc1ccc(C(C[N+](=O)[O-])c2c(-c3ccccc3)cc3ccccn23)cc1 (stereo not drawn)	-17%	2.8%	-17%	9%	0%	-43%	i	-22%	0.0
C[C@@H]1CN([C@@H](C)CO)C(=O)c2cc(N(C)C)ccc2O[C@@H]1CN(C)S(C)(=O)=O	3%	-1.2%	7%	12%	-8%	-26%	i	-2%	-0.7
CS(=O)(=O)c1ccc(C(=O)OCC(=O)Nc2ccc(OC(F)(F)F)cc2)cc1[N+](=O)[O-]	x	x	u	21%	x	-105%	x	8%	x
CN(Cc1ccco1)C(=O)Cn1cc(S(=O)(=O)N2CCCC2)c(S(=O)(=O)N2CCCC2)c1	5%	1.2%	-7%	13%	-1%	-12%	i	1%	-1.7
O=C1CCC([N+](=O)[O-])C(c2cccc([N+](=O)[O-])c2)N1 (stereo not drawn)	-9%	0.2%	-4%	2%	5%	1%	i	-2%	-1.1
CCCCN(C)c1c(C)nc2ccc(C(=O)N(CC)CCN(C)C)cn12	16%	-0.1%[9.22 µM]	9%	x	x	-2%	i	x	-0.2
Cc1ncc(CO)c(/C=N/NC(=S)Nc2cccc(Cl)c2)c1O	-33%	0.9%	u	-26%	0%	-36%	i	-13%	-7.9
Cc1ccccc1-c1nc(CS(=O)(=O)CC(=O)NCc2ccc3c(c2)OCO3)c(C)o1	-16%	3.8%	-11%	-9%	1%	-23%	i	2%	-1.5
COc1ccccc1CNC(=O)N1CCN(S(=O)(=O)c2ccccc2)CC1	8%	-0.1%	-4%	-17%	2%	-3%	i	1%	0.3
CC(C)c1ccc([N+](=O)[O-])cc1S(=O)(=O)N1CCN(C)CC1	-19%	0.5%	-10%	-10%	0%	-2%	i	1%	-1.7
CCc1ccc(OCC(=O)N/N=C/c2cc([N+](=O)[O-])ccc2N2CCCCCC2)cc1	-3%	0.0%	-29%	u	0%	-5%	i	u	-0.3
Cc1ccc(NC(=O)CSCC(=O)O)cc1	-4%	-0.6%	-2%	-10%	2%	1%	i	-9%	-2.7
Cc1ccc2[nH]c3c(c2c1)CCNC3=O	5%	3.7%	5%	6%	-3%	15%	i	-5%	-1.6
COc1ccccc1NC(=O)CCC(=O)Nc1nnc(C2CCCCC2)s1	-8%	0.6%	15%	-3%	-2%	-2%	i	-6%	0.8
CCc1cccc(NC(=O)C2CCCN(S(=O)(=O)c3cnc[nH]3)C2)c1 (stereo not drawn)	13%	-0.3%	21%	11%	1%	0%	i	5%	-3.9
CCOc1ccc(CCNC(=O)c2ccc(-c3nc(CSc4ccccc4)c(C)o3)cc2)cc1	-23%	0.5%	1%	16%	x	-6%	x	8%	x
Cc1cc2nc(-c3ccc(OCc4ccc(F)cc4)cc3)cc(C(F)(F)F)n2n1	-12%	-0.5%	7%	16%	x	0%	x	1%	x
CC1(C)CC(NC(=S)NC2CC2)CC(C)(C)N1	-19%	0.1%	5%	1%	0%	0%	i	0%	-5.0
O=C1CC(N(C(=O)c2ccco2)c2cccc(Cl)c2)C(=O)N1c1cccc(Cl)c1 (stereo not drawn)	u	-0.5%	-16%	-5%	1%	-5%	i	-10%	0.7
CCOc1cc(-c2nnc(NC(=O)C3=COCCO3)o2)cc(OCC)c1OCC	5%	0.4%	10%	2%	1%	-9%	i	3%	3.4
CC(=O)Oc1ccc(NC(=O)Cc2ccccc2)cc1	3%	-0.5%	-2%	x	1%	-2%	i	1%	-5.3
COc1ccc(NC(=O)Cc2ccccc2F)cc1S(=O)(=O)N1CCCCC1	-13%	-0.3%	1%	-15%	1%	-5%	i	-1%	-2.2
CCCNNC(=O)C(O)(c1cccc(C)c1)c1cccc(C)c1	9%	3.2%	-2%	2%	-1%	-22%	i	0%	-4.1
CCc1ccccc1OCc1nc2ccc(S(=O)(=O)N3CCOCC3)cc2[nH]1	14%	1.6%	12%	-29%	1%	-26%	i	-3%	-2.3
CSCCC(NS(=O)(=O)c1ccc(Cl)cc1)C(=O)O (stereo not drawn)	5%	0.0%	7%	-7%	3%	-5%	i	-2%	-0.3
